ELG1 genotox = qHTS screen for small molecules that induce genotoxicity in human embryonic kidney (HEK293T) cells expressing luciferase-tagged ELG1; HEK293T ELG1-luciferase reporter, luminescence, 16 h; Potency, µM (series often up to 46 µM), without a hit: at the top dose activity change, positive = activation, hits mostly activators; 1.3% of 330,000 active; further: potency means the concentration at half of the fitted maximal effect; % of control where 0% means no effect; nearly all actives have a fitted effect of over 60% in size
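HEK293T cells expressing luciferase-tagged ELG1 were treated with compound or DMSO for 16 hr at 37°C. Luciferase activity was then read after 30 min with ONE-Glo at room temperature; rising signal flags genetic stress.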
ASM inhibitor = Inhibitors of Secretory Acid Sphingomyelinase (S-ASM): qHTS; placental ASM, HMU-PC fluorogenic substrate, 60 min; Potency, µM (series often up to 57.5 µM), for the others: at the top dose activity change, negative = inhibition, usual class: inhibitors; 0.006% of 340,000 active; AID 504937, 2011; further: potency means the concentration at half of the fitted maximal effect
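Fluorescence read-out (Ex 386 nm, Em 447 nm) after stopping the reaction at pH 10. Enzyme: ASM from human placenta; substrate HMU-PC0, 9 uM final; 60 min, 37 °C. Compound preincubation 10 min, ambient temperature.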
Integrin act MD = qHTS for Activators of Integrin-Mediated Alleviation for Muscular Dystrophy; 0.064% of 350,000 active; alpha7betagal myoblasts, beta-gal FDG fluorescence, 48 h; Potency, µM (doses to about 38.3 µM), inactives show at the highest dose activation, actives largely listed as activators;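 further: potency means the concentration at half of the fitted maximal effect; 100% = response of the positive control SU9516; nearly all actives have a fitted effect of over 60% in size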
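alpha7betagal+/- myoblasts (passage 13, 250/well) treated 48 h at 37C with compounds at 1:260 dilution of DMSO stock. Lysed, then beta-galactosidase activity read as FDG fluorescence (ex 480/em 540) after 30 min, with pre-read for autofluorescence.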
p53 reactivator = qHTS assay for re-activators of p53 using a Luc reporter; H1299 p53-A138V BP100-luciferase reporter, luminescence, 24 h; Potency, µM (doses to about 92.2 µM), without a hit: at the top dose activity change, positive = activation, most hits filed as activators; 0.063% of 320,000 active; AID 504706, 2011; further: potency means the concentration at half of the fitted maximal effect; % of control where 0% means no effect; nearly all actives have a fitted effect of over 45% in size
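p53-null H1299 cells stably carrying temperature-sensitive p53-A138V and a BP100-luciferase reporter were pinned with compounds (4-point, 1:5 series) and held 24 hrs at 37 deg C. Luminescence was read 10 min after detection reagent.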
PTAP TSG101 blk = qHTS Assay for Iinhibitors of HIV-1 Budding by Blocking the Interaction of PTAP/TSG101 | 340,000 tested, under 10 active | Fluorescence polarization, FITC-PTAP peptide / Tsg101 binding | AID 493005, 2010 | Potency, µM (series often up to 115 µM), without a hit: at the highest dose activity change, negative = inhibition, actives largely listed as inhibitors | Tumor susceptibility gene 101 protein (Homo sapiens), Q99816; active means well fitted inhibition curve with a large enough effect in the main read-out, with a control signal flat, not every such curve was filed as active; inconclusive means small, poorly fitted or top-dose-only effect, or effect the other way, or a change in a side signal; inactive means no such curve, though single readings can be large or run the other way; further: potency means the concentration at half of the fitted maximal effect; % of control where 0% means no effect
Target sequence (Q99816 whole entry, looked up): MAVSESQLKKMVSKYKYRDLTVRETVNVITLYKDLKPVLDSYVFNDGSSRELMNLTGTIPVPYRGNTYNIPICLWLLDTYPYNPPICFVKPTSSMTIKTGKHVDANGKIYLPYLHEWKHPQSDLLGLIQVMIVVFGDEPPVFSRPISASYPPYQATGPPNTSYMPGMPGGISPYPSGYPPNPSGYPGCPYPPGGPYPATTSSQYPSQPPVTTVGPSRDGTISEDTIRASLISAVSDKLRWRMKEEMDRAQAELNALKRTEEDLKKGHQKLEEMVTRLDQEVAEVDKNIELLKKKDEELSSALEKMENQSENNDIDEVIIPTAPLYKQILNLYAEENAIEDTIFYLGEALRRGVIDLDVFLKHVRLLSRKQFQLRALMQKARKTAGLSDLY
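Steps: Tsg101 binding domain dispensed (10 uM final), compounds pinned in DMSO, FITC-labeled PTAP-motif peptide added (50 nM final); after 20 min binding at room temperature, polarization measured.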
B2AR arrestin = qHTS assay of beta-arrestin-biased ligands of beta2-adrenergic receptor. Beta-2 adrenergic receptor (Homo sapiens), P07550. beta-arrestin recruitment to beta2AR, cell-based reporter. Potency, µM (series often up to 46.1 µM), for the others: at the highest dose activation, usual class: activators. 0.02% of 330,000 active;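 further: potency means the concentration at half of the fitted maximal effect; 0% = DMSO controls and full agonism = EC100 isoproterenol or metaproterenol; nearly all actives have a fitted effect of over 65% in size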
Target sequence (P07550 whole entry, looked up): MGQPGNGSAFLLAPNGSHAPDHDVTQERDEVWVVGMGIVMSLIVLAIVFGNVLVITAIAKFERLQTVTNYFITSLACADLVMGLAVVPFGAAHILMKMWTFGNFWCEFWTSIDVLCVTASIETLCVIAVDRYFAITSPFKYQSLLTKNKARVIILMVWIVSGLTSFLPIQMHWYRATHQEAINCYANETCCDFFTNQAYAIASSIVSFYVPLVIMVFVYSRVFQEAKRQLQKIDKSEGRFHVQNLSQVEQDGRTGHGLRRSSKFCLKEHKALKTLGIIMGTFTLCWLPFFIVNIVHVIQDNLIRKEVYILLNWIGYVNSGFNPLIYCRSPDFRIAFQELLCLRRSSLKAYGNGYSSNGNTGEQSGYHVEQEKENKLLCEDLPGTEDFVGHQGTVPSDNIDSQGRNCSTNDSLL
uPA generation = qHTS for Inhibitors of Cell Surface uPA Generation; cell surface uPA generation assay, qHTS; Potency, µM (doses to about 38.3 µM), inactives show at the top dose activity change, negative = inhibition, hits mostly inhibitors; 0.31% of 330,000 active; AID 540303, 2011; active means well fitted inhibition curve with a large enough effect; inconclusive means small, poorly fitted or top-dose-only effect; inactive means no such curve, though single readings can be large or run the other way; tested in mouse RAW 264.7 cells; further: potency means the concentration at half of the fitted maximal effect; on the % scale 0 is the no-effect control and ±100 the full control effect; nearly all actives have a fitted effect of over 55% in size
USP2a inh = qHTS Assay for Inhibitors of Ubiquitin-specific Protease USP2a Using CHOP2 as the Reporter; Ubiquitin carboxyl-terminal hydrolase 2 (Homo sapiens), O75604; USP2 core, Ub-CHOP2 coupled fluorogenic reporter, 485/531; Potency, µM (titrated, usually from 38.3 µM), without a hit: top-dose activity change, negative = inhibition, hits mostly inhibitors; 0.01% of 330,000 active;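 further: potency means the concentration at half of the fitted maximal effect; plate controls were DMSO wells for no effect and full inhibition by NEM control for full effect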
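Cell-free coupled assay: 10nM USP2 core preincubated 30min RT with compound in Tris-HCl pH 8.0/CaCl2/CHAPS buffer, then 25nM Ub-CHOP2 and 25nM reporter substrate; fluorescence (Ex 485/Em 531) read after 60min RT, normalized to NEM inhibition, concentration-response curves fitted.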
Eya2 inh = qHTS Assay for Inhibitors of the Phosphatase Activity of Eya2; Protein phosphatase EYA2 (Homo sapiens), O00167; recombinant Eya2, OMFP fluorescence dephosphorylation (OMFP is methylfluorescein phosphate); Potency, µM (doses to about 76.9 µM), inactives show at the top dose activity, negative = inhibition, usual class: inhibitors; 0.006% of 330,000 active; further: potency means the concentration at half of the fitted maximal effect; on the % scale 0 is the no-effect control and ±100 the full control effect
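Eya2 (0.2 uM) preincubated 10 min at ambient with compound, then OMFP substrate added at 50 uM; 10 min reaction in 50 mM HEPES pH 7.5, 50 mM NaCl, 5 uM MgCl2, 0.05% BSA, 1 mM DTT. Fluorescence read at Ex 485/Em 525 nm.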
BRCA1 expr act = qHTS Assay to Identify Small Molecule Activators of BRCA1 Expression | MCF7-BRCA1-FFLuc reporter, luminescence, 48 h; response scale: scaled: vehicle 0%, 10 µM genistein 100% | Potency, µM (doses to about 46.1 µM), inactives show at the highest dose activation, usual class: activators | 1.1% of 380,000 active | AID 624202, 2012; further: potency means the concentration at half of the fitted maximal effect; nearly all actives have a fitted effect of over 80% in size; some results filed as inactive show a strong effect at the top dose
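Luminescence from a BRCA1-driven firefly luciferase in MCF7 cells was the read-out, taken 15 min after substrate addition following 48 h compound exposure at 37 °C. Data were normalized to a 10 microM genistein control and DMSO vehicle.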
TRPV1 ag = HTS Assay for Compounds that Act as Agonists of the Vanilloid Receptor 1; Transient receptor potential cation channel subfamily V member 1 (Homo sapiens), Q8NER1; TRPV1-expressing cells, Fluo-8 calcium influx, agonist mode; activation, % at 8.33 µM; 0.19% of 320,000 active; AID 540275, 2011; in the data active means activation above about 80%; inconclusive means between about 30% and that limit; further: 0% is about no effect
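Fluo-8 calcium influx in TRPV1-expressing cells, kinetic read (ex 480/em 520 nm). Compound added and read 3 min for agonist activity, followed by capsaicin at EC20 final and 2 min further read for enhancement.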
* = called active by the depositor; i = inactive; ? = inconclusive; nt = no result given; & = joins results of further samples; [ ] = dose if it differs, or a comment. Unless noted, the call rests on the fitted dose curve; in most records, active means well fitted curve in the direction sought with a large enough effect; inconclusive means small, poorly fitted or top-dose-only effect, or another doubt; inactive means no such curve, though single readings can be large; an effect the other way counts as inactive or inconclusive.

nr	Structure	BRCA1 expr act	p53 reactivator	USP2a inh	B2AR arrestin	ASM inhibitor	Eya2 inh	ELG1 genotox	Integrin act MD	uPA generation	TRPV1 ag	PTAP TSG101 blk
1	CCc1noc(C)c1C(=O)N1CCCSC1=Nc1ccccc1OC	-6%	0%	2%	0.0%	5%	-3%	-1%	11%	3%	-5	-6%
2	CN(C)CCCn1c(NC(=O)C2CCCCC2)nc2ccccc21	26%	2%	3%	0.2%	-1%	21%	-3%	18%	7%	4	-9%
3	Cc1cccc2nc(CSc3nnc(N)s3)cn12	79%	?	2%	-0.4%	0%	-14%	?	-11%	-7%	-3	-2%
4	CCOC(=O)C1=C(C)Nc2sc(C(=O)c3ccc(C)cc3)c(N)c2C1c1ccc(C(=O)OC)cc1 (stereo unspecified)	-26%	-4%	1%	-0.3%	253%[activator]	-5%	9%	10%	-10%	-2	-1%
5	Nc1ccc(N)c(C(=O)O)c1	-8%	nt	?	0.0%	51%[activator]	-7%	nt	5%	-15%	2	-23%
6	CSCc1cc(N2CCOCC2)nc(-c2ccccc2)n1	-37%	2%	0%	0.0%	-4%	-8%	0%	18%	2%	24	-5%
7	O=C(CSc1ncn(-c2ccccc2)n1)c1cccs1	?	?	0%	0.3%	2%	18%	?	14%	0%	0	0%
8	CCc1nnc(NC(=O)CSCc2cc(=O)n3nc(C)sc3n2)s1	5%	-2%	1%	0.4%	32%[activator]	7%	2%	-15%	-15%	1	-4%
9	COc1ccccc1NC(=O)N(CCN1CCOCC1)Cc1cc2cc(C)cc(C)c2[nH]c1=O	-8%	-4%	-1%	-0.2%	1%	-2%	-5%	-8%	-3%	1	-2%
10	O=C(CCSCc1ccc(Cl)cc1)NCc1ccco1	-16%	-1%	0%	0.2%	0%	2%	9%	9%	-1%	24	0%
11	CNc1ccccc1-c1nc2ccccc2n(C)c1=O	-45%	4%	0%	-0.3%	-7%	-2%	-1%	-3%	1%	-3	-2%
12	O=C1c2ccccc2C(=O)N1CC1c2ccccc2CCN1C(=O)CN1CCOCC1 (stereo unspecified)	0%	-6%	1%	-0.2%	2%	13%	0%	-6%	-3%	4	0%
13	C=CCSc1nnc(-c2nnc(SCC=C)n2-c2ccccc2)n1-c1ccccc1	-18%	-3%	-2%	0.2%	1%	-1%	0%	14%	2%	22	-3%
14	Cc1ccc(CNc2ccc3c(c2)nc(C)n3C)cc1	?	nt	4%	0.4%	-3%	4%	2.1µM*	-13%	-1%	-7	-6%
15	O=[N+]([O-])c1cc(C(F)(F)F)ccc1Cl	6%	1%	0%	0.1%	-1%	-23%	1%	nt	-1%	2	0%
16	Cc1ccc(NC(=O)COC(=O)c2c(-c3ccccc3)noc2C)cc1	-21%	4%	-6%	0.9%	-2%	-12%	0%	?	8%	16	1%
17	CC(C)(C)C(=O)Nc1ccc(-c2cn3cccnc3n2)cc1	2.8µM*	?	3%	-0.2%	nt	6%	18µM*	0%	-14%	2	1%
18	CCN(CC(=O)Nc1c(F)cccc1F)C(=O)c1cc(C)nc2ccccc12	-32%	10%	-1%	-1.5%	-1%	-29%	-1%	-16%	4%	-1	2%
19	COc1ccccc1/C=N/NC(=O)c1ccc(Br)cc1	-15%	5%	4%	0.0%	-3%	11%	-5%	0%	1%	17	-2%
20	Cn1ccc2cc(-c3ccc4ncnc(NCc5cccs5)c4c3)ccc21	-68%	12%	0%&-1%	0.3%&3.3%	-13%	-1%&5%	0%	nt	7.9µM*	nt	-3%
21	O=C(N/N=C/c1cc2c(cc1Br)OCO2)c1cccnc1	-18%	-1%	1%	-0.3%	-3%	2%	2%	1%	-7%	2	-2%
22	CCN(CC)C(=O)CSc1nc2cc3c(cc2c(=O)n1Cc1ccc2c(c1)OCO2)OCO3	0%	-11%	1%	0.6%	0%	11%	6%	-15%	-1%	-4	-2%
23	COc1cccc(-c2ccc(NC(=O)C3CCCN(Cc4nccn4C)C3)cc2)c1 (stereo unspecified)	35%	-9%	1%	-0.9%	0%	-2%	-7%	-6%	0%	-1	2%
24	CCN(CC)CCn1nc(C)nc1-c1ccccc1O	-2%	1%	3%	-0.1%	4%	-8%	1%	-6%	-5%	2	-2%
25	Cc1ccc(S(=O)(=O)N2CCN(C(=O)c3ccco3)CC2)cc1C	1%	-1%	0%	0.5%	0%	6%	-3%	9%	5%	5	-4%
26	CC(C)c1ccc(NC(=O)COC(=O)c2ccc(CN3CCCC3=O)cc2)cc1	10%	7%	1%	-0.1%	-1%	?	6%	-24%	?	0	-1%
27	O=C1C=C(c2cccc(O)c2)C[C@@H](c2ccc(F)cc2)C1	12%	-1%	1%	0.5%	-2%	-1%	-6%	-8%	14%	16	nt
28	COc1ccc(CN2[C@@H](CC(=O)O)c3cc(F)ccc3S2(=O)=O)cc1	1%	nt	nt	nt	-5%	nt	nt	38%	-2%	nt	-1%
29	Clc1ccc(OCc2cn3ccccc3n2)c2ncccc12	3.2µM*	0%	-2%	0.2%	-1%	1%	?	25%	3%	?	-2%
30	COc1ccccc1-n1cnnc1SCC(=O)Nc1ccccc1	20%	17%	-1%	-0.3%	-3%	-3%	7%	-6%	2%	-5	-7%

Results in TRPV1 ag, BRCA1 expr act and USP2a inh, for some of the entries so far:
entry	compound	TRPV1 ag	BRCA1 expr act	USP2a inh
3	Cc1cccc2nc(CSc3nnc(N)s3)cn12	-3	79%	2%
4	CCOC(=O)C1=C(C)Nc2sc(C(=O)c3ccc(C)cc3)c(N)c2C1c1ccc(C(=O)OC)cc1 (stereo unspecified)	-2	-26%	1%
5	Nc1ccc(N)c(C(=O)O)c1	2	-8%	?

Later entries:
nr	Structure	BRCA1 expr act	p53 reactivator	USP2a inh	B2AR arrestin	ASM inhibitor	Eya2 inh	ELG1 genotox	Integrin act MD	uPA generation	TRPV1 ag	PTAP TSG101 blk
31	CCN1C(=O)[C@H]2[C@H]3[C@H](O)[C@H](O)C/C(=N\OC[C@@H](C)[C@H](OCc4ccccc4)C(C)C)[C@@H]3CC[C@H]2C1=O	nt	4%	1%	-1.3%	nt	-16%	3%	nt	nt	-1	nt
32	CC(C)Cc1nc(SCC(=O)NCc2ccccc2)n[nH]1	-8%	14%	-1%	0.5%	1%	0%	-5%	11%	-3%	2	-3%
33	Cc1c2c(nc3nc4ccccc4n13)CCCC2=O	nt	4%	2%	0.0%	nt	3%[15.4 µM]	-2%	nt	nt	3	nt
34	COc1cccc(Cn2c(N)c(C#N)c3nc4ccccc4nc32)c1OC	-9%	-3%	1%	0.3%	i	4%	3%	-45%[inhibitor]	-1%	-6	-2%
35	COc1ccc(C(=O)N/N=C/c2ccc(OC)c(CN3CCCc4ccccc43)c2)cc1	-84%	12%	5%	-0.8%	-8%	-22%	-5%	-19%	-13%	4	0%
36	CCOC(=O)c1ccc(NC(=S)N2CCSC2c2ccc(Cl)cc2)cc1 (stereo unspecified)	-10%	0%	-3%	0.2%	-19%	0%	1%	0%	9%	14	-1%
37	COc1ccc(N2CCN(C(=O)Cc3ccc(Cl)cc3)CC2)cc1	-16%	-19%	-2%	-0.2%	-5%	10%	-3%	-28%	-3%	?	-1%
38	CCOC(=O)c1ccc(CNC(=O)c2cc(C(C)(C)C)oc2C)o1	-30%	-12%	2%	0.1%	-3%	-10%	-7%	-32%	2%	6	-1%
